# HSF1 activator: increases HSF-1 driven luciferase reporter signal. NIH3T3-HGL HSF-1 luciferase reporter, MG132, 8 h; 100% = twice DMSO control signal. activation, % at 9 µM. 300,000 tested, 1.7% active. AID 504408;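 active = mean replicate activation of at least 50% with a set share of replicates each reaching 50%; inconclusive = only one of those two conditions met; inactive = mean below 50% and too few replicates reaching it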;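 note: 0% = median of the neutral control wells and 100% = twice that signal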
# HSP90 refold inh: blocks HSP90-mediated luciferase refolding in reticulocyte lysate | 290,000 tested, 0.91% active | inhibition, % at 5.6 µM | Rabbit reticulocyte lysate, luciferase refolding luminescence, 3 h;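 active = inhibition above the screen-wide mean plus 3 SD, computed separately per campaign, cut at about 16% in these data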;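 note: 0% = DMSO wells and 100% = 60 µM geldanamycin wells; inhibitors lower the luminescence because luciferase stays unfolded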
# HSF1 inh: HSF1 inhibition | activity change, negative = inhibition, % at 7.5 µM (by protocol) | 300,000 tested, 0.77% active | NIH3T3-HGL HSE-luciferase, MG132-induced, luminescence 8 h; stronger effect = lower value | AID 2098;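 active = more than half of replicate wells show activity change below -50%, luminescence cut by over half; inconclusive = some wells, but at most half, below -50%; inactive = no replicate well below -50%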;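 note: luciferase reports HSF-1 transcriptional activity via heat shock element; 0% = median of DMSO wells and -100% = zero luminescence signal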
# IEC-6 tox: kills IEC-6 intestinal cells in KLF5 counter-screen. IEC-6 cytotoxicity, luminescence viability. inhibition, % at 5 µM. 290,000 tested, 0.78% active. AID 1825; in the data active = inhibition above about 22%;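 note: 0% = plate median of test compound wells and 100% = cytotoxic reference compound wells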
# HIF act: HIF pathway transcriptional activation | 300,000 tested, 0.32% active | U2OS HRE-luciferase reporter, luminescence; normalized: DMSO 0%, desferrioxamine 100% | activation, % at 7.5 µM (by protocol) | AID 1910;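 active = mean activation of at least 10% of the iron chelator positive control signal, with at least half of replicates also reaching 10%; inconclusive = mean and replicate majority disagree about reaching 10%; inactive = mean and most replicates under 10%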
# Platelet DG rel: platelet dense granule release activity | human platelet-rich plasma, SFLLRN dense granule ATP release, luminescence | inhibition, %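 (compounds screened at 7.5 µM in platelet-rich plasma)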 | 300,000 tested, 0.22% active;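 active = mean replicate score, as percent of positive control, at or above 50; inconclusive = mean below 50 but at least one replicate at or above 50; inactive = mean and every replicate below 50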
# AI-2 QS mod: modulates the Vibrio harveyi AI-2 quorum sensing system | 300,000 tested, 0.4% active | Vibrio harveyi JMH597 AI-2 luminescence/OD600 ratio, 9 h; stronger effect = lower value; strain lacks LuxN and CqsS sensors; 0 = neutral-control median | activity change, % at 7.5 µM | AID 2094; in the data active = activity change below about -75%, passing the limit was not always enough; inconclusive = no clear call, values can overlap the other calls;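 note: luminescence divided by OD600 gain over 9 h not by final OD600 alone; inactives centre near 13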
# SKKanGAS inh: inhibitors of SKKanGAS S. pyogenes growth in kanamycin (SK-promoter or general growth effect); inhibition, % at 7.5 µM; BacTiter-Glo, 6 h; AID 1662; 300,000 tested, 1.3% active;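 active = mean replicate score, as percent of positive control median, at least 50; inconclusive = mean below 50 but one replicate at or above 50; inactive = mean and every replicate below 50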;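 note: strain carries kanamycin resistance gene driven by streptokinase promoter and grows in 40 µg/ml kanamycin; loss of luminescence reflects streptokinase promoter inhibition or plain growth inhibition; 0% = median of DMSO wells and 100% = positive control at its reference dose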
# KLF5 inhibitor: inhibitors of KLF5 expression; DLD-1 KLF5 promoter-luciferase reporter, luminescence; inhibition, % at 5 µM; 290,000 tested, 0.23% active; AID 1700;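 active = inhibition above a per-plate limit of that plate's mean compound inhibition plus 3 SD, cut at about 60% in these data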;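 note: 0% = DMSO wells and 100% = LY294002 at 200 µM; higher means less KLF5 promoter-driven luciferase light; inactives centre near -14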
# aSyn 5UTR inh: 5' untranslated region of α-synuclein, MLPCN primary screen; alpha-synuclein 5'UTR reporter, inhibitor activity; inhibition, % (tested at 7.5 µM); 300,000 tested, 0.82% active; AID 1813; in the data active = inhibition above about 60%; inconclusive = no clear call, values can overlap the other calls;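 note: H4 neuroglioblastoma cells stably carrying SNCA 5'UTR luciferase fusion; 0% = DMSO wells and 100% = positive control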
# An asterisk follows results filed as active; ? = inconclusive; / = not tested or not shown.
SMILES,HSF1 activator,HSP90 refold inh,HSF1 inh,IEC-6 tox,HIF act,Platelet DG rel,AI-2 QS mod,SKKanGAS inh,KLF5 inhibitor,aSyn 5UTR inh
Cc1ccc2c(Cl)cc(Cl)c(OCC(=O)NCCc3ccccn3)c2n1,44,0,19,4,-0.8,1,49,-4,-9,-8
CC(C)OC(=O)Nc1ccc(-c2ccc(NC(=O)OC(C)C)cc2Cl)c(Cl)c1,17,2,-2,5,-0.6,-2,11,9,-22,8
COc1cc(CN2CCN(C(=O)c3cccc4ccccc34)CC2)cc(OC)c1OC,-18,0,-1,-2,-0.6,8,3,8,-21,21
O=C(N/N=C/c1ccncc1)c1ccccn1,9,2,1,3,1.2,13,-5,-4,-71,-90
CCCNC(=O)c1cn(CC)c2cc(N3CCN(C)CC3)c(F)cc2c1=O,-3,8,-3,1,0.0,11,22,1,2,-10
Nc1c(C(=O)Nc2ccc(Cl)c(Cl)c2)sc2nc(-c3cccnc3)ccc12,2,2,5,3,-0.6,-45,-14,-10,-16,18
Cc1ccc(-c2cc(C(=O)Nc3ccncc3)c3ccccc3n2)cc1,27,/,21,/,0.4,0,3,21,/,-15
Cc1cc(C(c2cc(C)c(N)c(C)c2)c2ccco2)cc(C)c1N,24,/,9,/,0.5,0,30,4,/,5
O=C(Nc1ccccc1N1CCCC1)c1ccc(Cl)cc1Cl,-2,0,2,-1,-0.3,-3,13,9,-10,-21
CCOC(=O)c1sc(N)nc1C(C)(C)C,0,1,2,3,0.2,-3,33,0,-9,4
Cn1ccnc1Sc1cc(NCCCO)c([N+](=O)[O-])c2nonc12,-96,1,-95*,-3,2.7,-4,1,2,-14,-8
COc1ccc(OC)c(NC(=O)Cn2cnc3c(cnn3-c3ccccc3)c2=O)c1,?,-4,30,4,-0.3,31,1,-14,5,13
CC1=C(C(=O)N2CCOCC2)C(c2ccccc2F)C2=C(CC(C)(C)CC2=O)N1 (centres undefined),12,2,-4,3,-0.1,-2,40,-5,-30,11
Cc1[nH]c2ccccc2c1C(=O)CN1CCC(C(N)=O)(N2CCCCC2)CC1,-6,-1,1,9,0.3,-22,9,-4,-20,20
COC(=O)c1ccccc1NC(=O)C1CCN(C(=O)Cc2ccccc2)CC1,-13,9,-5,7,0.3,3,4,6,-39,7
COC(=O)c1ccc(OC(=O)CS(=O)c2ccccc2[N+](=O)[O-])cc1 (centres undefined),24,1,9,5,-0.5,2,36,-38,-24,-11
COc1ccc(CNC(=O)C2CCN(S(=O)(=O)c3ccc4c(c3)NC(=O)CO4)CC2)cc1,32,0,3,3,-0.1,-11,11,-13,7,-8
Cc1cc(C)c(S(=O)(=O)c2cccc(C)c2C)c(=O)[nH]1,11,0,0,3,-15,-10,26,-2,23,5
COc1ccc(-n2nc3c(N4CCC(C(=O)NCCc5ccco5)CC4)nnc(C)c3c2C)cc1,7,0,-1,11,0.4,-6,19,6,-2,-2
CCOC(=O)C1CCN(C(c2ccc(OC)c(OC)c2)c2sc3nc(C)nn3c2O)CC1 (centres undefined),-3,-3,1,4,-0.1,2,15,-5,-11,-11
CCOC(=O)C1CCCN(S(=O)(=O)c2cccc3nsnc23)C1 (centres undefined),-5,-4,-6,3,-0.2,-10,23,-2,8,41
COc1cccc(NC(=O)CSc2nc(N)cc(N)n2)c1,66*,-7,29,-6,0.2,1,24,0,4,-17
Cc1c(Cl)cccc1NC(=O)c1cc(-c2ccco2)on1,8,4,-1,7,0.6,10,22,3,-57,-108
COc1ccc(CCN(C)Cc2ccc(OC)c(OCc3ccccc3)c2)cc1OC,0,-3,10,-2,0.0,8,8,4,-15,-4
CCN1CCN(CCCOc2ccc(-c3ccccc3)cc2)CC1,0,7,-4,5,60*,4,4,8,-9,-47
COc1ccc(C(CNC(=O)Nc2ccc(Cl)cc2)N2CCN(C)CC2)cc1 (centres undefined),10,-2,-1,-1,-0.1,8,4,2,-23,-11
CCc1ccccc1OCCCOc1ccc(OC)cc1,/,-1,/,2,-0.2,-1,9,28,-10,11
Cc1ccccc1CN1CCNC1=O,-7,9,-2,-2,0.1,15,24,-3,7,30
Cc1cc(-c2ccn[nH]2)c(C)s1,-2,-2,-11,-4,0.2,3,5,1,-35,15
CC(NC(=O)c1ccco1)C(=O)N(C)Cc1ccc(C(F)(F)F)cc1 (centres undefined),7,-4,-3,-2,-1.0,-3,15,1,-4,1
CCC(=O)Oc1oc(-c2ccccc2)nc1C=Nc1ccccc1OC,-54,3,?,6,0.2,10,8,16,-12,-63
Cc1ccccc1CN1[C@@H](CC2CCCCC2)COCCS1(=O)=O,-8,-3,-6,4,1.7,6,5,10,-15,20
CCN(CC)S(=O)(=O)c1ccc(S(=O)(=O)Nc2ccc3c(c2)oc2ccccc23)cc1,3,-2,0,0,-0.5,8,30,44,-11,-4
CN1CCN(C(=O)c2ccc3c(c2)N(Cc2ccccc2)CCS3)CC1,-1,3,1,10,-0.2,-5,1,12,-24,-13
COc1ccc(-n2c(O)c(/C=N/NS(=O)(=O)c3ccc(C)cc3)c3ccccc3c2=O)cc1OC,22,0,-1,-4,-0.9,12,46,16,-11,0
COCCN(C(=O)Cc1cccs1)c1nnc(-c2cccnc2)s1,4,1,-6,-1,-0.2,11,20,1,-7,-20

# Arranged by length of the SMILES (falling): part of the list above
SMILES,HSF1 activator,HSP90 refold inh,HSF1 inh,IEC-6 tox,HIF act,Platelet DG rel,AI-2 QS mod,SKKanGAS inh,KLF5 inhibitor,aSyn 5UTR inh
COc1ccc(C(CNC(=O)Nc2ccc(Cl)cc2)N2CCN(C)CC2)cc1 (centres undefined),10,-2,-1,-1,-0.1,8,4,2,-23,-11
CCC(=O)Oc1oc(-c2ccccc2)nc1C=Nc1ccccc1OC,-54,3,?,6,0.2,10,8,16,-12,-63
Cc1ccccc1CN1CCNC1=O,-7,9,-2,-2,0.1,15,24,-3,7,30

# (more compounds)
SMILES,HSF1 activator,HSP90 refold inh,HSF1 inh,IEC-6 tox,HIF act,Platelet DG rel,AI-2 QS mod,SKKanGAS inh,KLF5 inhibitor,aSyn 5UTR inh
CCOc1ccc(Cl)cc1S(=O)(=O)N1CCN(c2ccc(F)cc2)CC1,20,4,1,2,0.1,1,26,-10,6,21
CN1CCN(c2ccccc2NC(=O)c2ccc(-c3ccc(Br)cc3)o2)CC1,2,-1,-1,15,1.4,20,17,3,9,-37
O=[N+]([O-])c1cccc(/C=N/Nc2nnc(-c3ccccc3)c(-c3ccccc3)n2)c1,-1,-1,-4,-1,-0.6,5,19,3,-12,13
c1ccc(CCCNc2ncccn2)cc1,-3,-1,6,-6,0.9,-3,13,3,-44,-14
CCN1CCN(CCCNC(=O)c2ccc3c(c2)NC(=O)/C(=C\c2cccc(C)c2)S3)CC1,8,-3,6,-5,-0.7,10,-1,-6,-9,0
NC1=NC[C@@H](Cc2ccc(O)cc2)N1CC1CCCCC1,-2,/,-7,/,-0.4,-2,13,10,/,10
COc1ccc(CCNC(=O)CSc2nnc3c(n2)[nH]c2ccc(F)cc23)cc1OC,17,-5,0,-3,-0.1,10,13,2,-4,15
COc1ccc(-c2csc(N3C(=O)CNC3=S)n2)cc1,29,0,8,0,0.2,-1,1,3,-202,-25
Cc1cc(C)c2[nH]c(=O)c(CN(C(=O)C3CCCO3)C3CCCC3)cc2c1 (centres undefined),-12,2,-3,0,0.4,-3,24,-1,-23,19
O=C(CN(Cc1ccc(F)cc1)C(=O)c1csnn1)NCc1ccccc1,8,-2,0,-4,-0.3,-14,20,-1,-9,-3
COCCCNCCCCOc1ccccc1-c1ccccc1,-16,-4,-4,2,-0.3,-7,7,1,-18,-24
Cn1c(CCN2CCCCC2)nc2cc(NC(=O)Nc3ccccc3)ccc21,58*,2,59,0,3.4,4,9,1,3,-22
O=C(NCc1ccccc1)C(c1ccncc1)N(C(=O)c1csnn1)c1ccccc1F (centres undefined),7,5,1,4,0.0,-1,-14,0,2,7
Cc1ccc(OCc2csc(N)n2)cc1,-14,2,4,0,0.6,2,0,3,-86,-108
COc1cc2ncnc(NCc3ccccc3Cl)c2cc1OC,-14,0,-17,22*,0.0,-4,11,1,4,6
O=C(Nc1cccnc1)c1ccc(Br)s1,-2,-2,-1,7,0.6,1,8,-1,-21,-50
COc1ccc(CCn2c(=N)c(C(=O)NC3CCCC3)cc3c(=O)n4ccccc4nc32)cc1OC,8,-4,8,-3,1.4,15,22,7,-20,-62
COc1cc(C(C(=O)NCc2ccccc2)N(Cc2ccco2)C(=O)c2cnccn2)cc(OC)c1OC (centres undefined),-61,1,-44,0,-0.8,-1,16,1,-26,0
CCOc1ccc(S(=O)(=O)N(C)c2ccc(OCC(=O)Nc3nccs3)cc2)cc1,2,1,-6,1,-0.3,-5,30,3,-8,-22
CCCCc1ncc(CN2CCC(n3nccc3NC(=O)c3ccccc3OC)CC2)[nH]1,-7,-1,-6,2,-0.4,-5,9,-5,-26,-5
Cn1cc(Cl)c(C(=O)Nc2nccs2)n1,17,0,-4,0,1.0,4,1,-2,-46,-72
O=c1[nH]oc2cc(Cl)ccc12,-3,-1,2,3,-0.1,-2,21,-5,13,5
O=C(NCCN1C(=O)C2C3C=CC(C3)C2C1=O)Nc1ccccn1 (centres undefined),-12,/,3,/,0.1,2,17,-1,/,-5

# For reference, part of the list above:
SMILES,HSF1 activator,HSP90 refold inh,HSF1 inh,IEC-6 tox,HIF act,Platelet DG rel,AI-2 QS mod,SKKanGAS inh,KLF5 inhibitor,aSyn 5UTR inh
O=C(NCc1ccccc1)C(c1ccncc1)N(C(=O)c1csnn1)c1ccccc1F (centres undefined),7,5,1,4,0.0,-1,-14,0,2,7
Cc1ccc(OCc2csc(N)n2)cc1,-14,2,4,0,0.6,2,0,3,-86,-108
COc1cc2ncnc(NCc3ccccc3Cl)c2cc1OC,-14,0,-17,22*,0.0,-4,11,1,4,6
O=C(Nc1cccnc1)c1ccc(Br)s1,-2,-2,-1,7,0.6,1,8,-1,-21,-50
COc1ccc(CCn2c(=N)c(C(=O)NC3CCCC3)cc3c(=O)n4ccccc4nc32)cc1OC,8,-4,8,-3,1.4,15,22,7,-20,-62
COc1cc(C(C(=O)NCc2ccccc2)N(Cc2ccco2)C(=O)c2cnccn2)cc(OC)c1OC (centres undefined),-61,1,-44,0,-0.8,-1,16,1,-26,0
CCOc1ccc(S(=O)(=O)N(C)c2ccc(OCC(=O)Nc3nccs3)cc2)cc1,2,1,-6,1,-0.3,-5,30,3,-8,-22
CCCCc1ncc(CN2CCC(n3nccc3NC(=O)c3ccccc3OC)CC2)[nH]1,-7,-1,-6,2,-0.4,-5,9,-5,-26,-5
Cn1cc(Cl)c(C(=O)Nc2nccs2)n1,17,0,-4,0,1.0,4,1,-2,-46,-72

# From PubChem
